XBP1 UPR activ: activators of adaptive arm of unfolded protein response (XBP1) | CHO-XBP1 luciferase reporter, IRE1-XBP1 UPR activation, luminescence; percent of tunicamycin response, DMSO as zero | AID 463104 | hit rate 0.33% among 330,000 | activation, % at 20 µM;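 active = versus positive control, 20 µM dose yields 30% or more activation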;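 also: 100% = tunicamycin at 10 µg/mL and 0% = DMSO only wells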
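incubation = overnight seeding at 37 °C, 6 h compound treatment at 37 °C | assay system = CHO-XBP1 cells stably carrying IRE1-XBP1-driven luciferase reporter | input = 1000 cells per well | detection = luciferase luminescence | dosing = single point, 20 µM final compound, 1% DMSO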
CXCR6 block: CXCR6 (human) receptor inhibition; AID 602244; inhibition, % at 20 µM; O00574; CHO-K1 PathHunter CXCR6 beta-arrestin, luminescence; hit rate 0.36% among 360,000; in the data active = inhibition above about 34%, passing the limit was not always enough;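 also: antagonist mode with CXCL16 agonist at 10 nM final; 0% = 10 nM CXCL16 with DMSO and 100% = unstimulated wells without agonist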
Target sequence (O00574 whole entry, looked up): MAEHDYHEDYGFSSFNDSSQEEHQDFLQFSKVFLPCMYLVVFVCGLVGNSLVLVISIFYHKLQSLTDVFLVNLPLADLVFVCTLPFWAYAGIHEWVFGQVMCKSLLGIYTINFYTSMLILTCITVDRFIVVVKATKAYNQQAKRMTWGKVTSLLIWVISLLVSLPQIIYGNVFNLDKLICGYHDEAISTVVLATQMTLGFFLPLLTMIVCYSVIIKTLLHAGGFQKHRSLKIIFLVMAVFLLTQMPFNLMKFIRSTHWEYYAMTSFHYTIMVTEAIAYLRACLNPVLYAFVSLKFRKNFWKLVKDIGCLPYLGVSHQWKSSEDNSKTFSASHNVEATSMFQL
CHOP UPR activ: activators of apoptotic arm of unfolded protein response (CHOP); CHO-CHOP luciferase reporter, UPR activation, luminescence; percent of tunicamycin response over DMSO baseline; hit rate 0.34% among 330,000; activation, % at 10 µM;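 active = at 10 µM dose, activation of 40% or more, normalized to positive control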;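 also: 100% = tunicamycin at 10 µg/mL and 0% = DMSO alone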
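Dosing – one dose, 10 µM in 0.5% DMSO · System – CHO-CHOP cells, stable luciferase reporter of PERK-eIF2a-CHOP signalling · Input – 500 cells/well · Control set – tunicamycin 10 µg/mL final as positive, DMSO-only wells as negative · Timing – 6 h compound treatment, 37 °C · Measure – % activation vs tunicamycin · Technique – luminescence read with Steady-Glo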
Mdm2-MdmX inh: disrupts the human Mdm2-MdmX interaction; O15151+Q00987; SaOS-2 split-luciferase Mdm2/MdmX complementation, luminescence; inhibition, % at 8 µM; hit rate 3% among 330,000; AID 485346;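 active = inhibition of at least 50% at 8 µM in the primary screen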
tim23-1 inh: growth inhibitors of tim23-1 mutant yeast; S. cerevisiae tim23-1 growth, BacTiter-Glo luminescence, 24 h; inhibition, % at 20 µM; hit rate 1.3% among 330,000;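 active = growth inhibition of the mutant yeast at or above 50%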;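 also: temperature-sensitive mutant grown at 25 °C; plate controls were DMSO-treated mutant yeast for no effect and medium wells lacking yeast for full effect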
APJ antagonist: blocks the human apelin receptor APJ | CHO-K1 APJ beta-arrestin complementation, luminescence | P35414 | hit rate 0.32% among 330,000 | inhibition, % at 20 µM;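 active = inhibition above about 40% at 20 µM, limit read from the data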;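 also: cells challenged with 10 nM apelin-13 agonist together with compound; plate controls were apelin-13 plus DMSO wells for no effect and DMSO wells lacking apelin-13 for full effect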
Target sequence (P35414 whole entry, looked up): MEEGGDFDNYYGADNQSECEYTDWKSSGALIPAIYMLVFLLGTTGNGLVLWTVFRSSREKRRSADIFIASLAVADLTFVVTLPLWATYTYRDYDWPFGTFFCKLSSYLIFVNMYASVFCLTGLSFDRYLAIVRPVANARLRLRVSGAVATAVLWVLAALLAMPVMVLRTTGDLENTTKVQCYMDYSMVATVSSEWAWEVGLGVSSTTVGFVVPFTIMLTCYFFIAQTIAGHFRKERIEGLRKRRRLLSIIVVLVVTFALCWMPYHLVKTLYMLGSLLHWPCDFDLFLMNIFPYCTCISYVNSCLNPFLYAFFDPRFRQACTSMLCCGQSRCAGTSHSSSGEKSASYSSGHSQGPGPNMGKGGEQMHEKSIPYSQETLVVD
APJ agonist: APJ receptor agonism; P35414; CHO-K1 APJ PathHunter beta-arrestin, luminescence; 0% DMSO wells, 100% apelin; activation, % at 20 µM; hit rate 0.11% among 330,000;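 active = activation more than six SD over the plate average, tested at 20 µM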;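 also: 0% = DMSO alone and 100% = apelin-13 at 10 nM; some results filed as inactive read as strong as hits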
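Test system: CHO-K1 APJ beta-arrestin complementation cell line | Compound: Single test compound dose, 20 µM final, 1% DMSO | Incubation: Compound 90 min 25 °C, reagent 1 h | Measured by: beta-gal luminescence | Read-out basis: APJ–arrestin association signal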
tim10-1 inh: tim10-1 yeast growth inhibition; S. cerevisiae tim10-1 ts strain growth, BacTiter-Glo, 24 h; inhibition, % at 20 µM; hit rate 2.2% among 330,000; AID 463190;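 active = inhibition of at least 40%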;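 also: mutant grown at 25 °C; 0% = DMSO wells with yeast and 100% = wells holding no yeast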
TIM10 inh: TIM10 yeast growth inhibition; hit rate 1.4% among 330,000; inhibition, % at 10 µM; AID 463195; S. cerevisiae TIM10 strain growth, BacTiter-Glo luminescence, 24 h;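 active = inhibition of 40% or more at the single tested concentration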;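 also: wild-type TIM10 isogenic control strain grown at permissive 25 °C; 0% = DMSO yeast wells and 100% = minimal medium wells without yeast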
* hit, by the source's call; / = no result given. The list is partial. The share of hits here may be higher or lower than overall.

Structure,XBP1 UPR activ,CXCR6 block,CHOP UPR activ,Mdm2-MdmX inh,tim23-1 inh,APJ antagonist,APJ agonist,tim10-1 inh,TIM10 inh
O=C(CN1C(=O)C2C3C=CC(C3)C2C1=O)OCC(=O)c1ccc(Br)cc1 (configuration not stated),-4.0,-0.1,-0.4,3.3,6.3,26.7,-11.1,7.8,2.3
COc1ccc(N=C2NC(=O)/C(=C/C=C/c3ccccc3)S2)cc1,-0.1,-8.0,-0.7,26.1,7.3,-3.4,-3.1,16.5,21.8
CCn1ncc(/C=N/O)c1C,-3.7,6.2,-1.8,-2.5,1.7,15.4,-0.5,6.5,5.5
CCC(CO)Oc1cc(NC(=O)c2ccccc2C)c2ncn(C(C)C)c2c1 (configuration not stated),-2.0,-16.2,0.5,25.9,-8.5,8.7,1.4,-2.7,-5.1
COc1ccc([C@@]2(C(C)C)ON(c3ccccc3C(F)(F)F)C2=O)cc1,-1.6,-2.0,1.1,79.8*,19.7,6.4,-1.7,-43.3,5.6
CCOC(=O)c1ccccc1NC(=O)Cc1ccccc1OC,1.3,1.7,-1.7,-5.4,18.2,15.8,-3.6,21.4,21.1
O=C(NCc1ccco1)c1cc2nc(C3CC3)cc(C(F)(F)F)n2n1,-1.0,-1.3,3.8,17.2,17.5,8.9,-0.3,20.1,7.3
COc1cc(C(C)=O)ccc1COc1ccc(C(=O)O)cc1OC,-0.7,4.3,-2.1,8.0,6.1,-7.3,-4.9,-1.1,-2.6
COc1ccc(N(C)S(=O)(=O)c2cccc(C(=O)OCC(=O)N3CC(C)CC(C)C3)c2)cc1 (configuration not stated),-5.0,0.2,0.7,-2.6,24.1,14.0,6.2,3.2,19.4
Fc1cccc(Cc2noc(CN3CCN(c4cnccn4)CC3)n2)c1,-1.9,1.9,-0.6,-0.4,9.1,-6.9,-2.5,-3.1,8.2
CC(=O)OC(C(=O)NCc1ccco1)c1ccncc1 (configuration not stated),0.0,-1.9,-0.6,4.1,16.2,1.7,-5.7,16.1,3.6
Cn1c(SCc2n[nH]c(=S)o2)nnc1-c1ccccc1,-2.5,0.0,0.3,17.0,10.1,13.2,-3.8,-6.3,10.7
Cc1cc(C)c2c(N)c(C(=O)C(C)(C)C)sc2n1,-1.2,6.1,-0.6,6.9,-2.8,9.0,-5.0,24.2,7.7
CCOc1ccc(NS(=O)(=O)c2ccc(NS(=O)(=O)c3ccccc3)cc2)cc1,-4.5,-1.9,-1.1,-16.7,22.5,5.5,-1.9,6.7,-1.2
CCOC(=O)CSc1nc2sc(C)c(C)c2c(=O)[nH]1,0.0,-10.6,-1.4,20.2,24.8,-10.3,-2.0,29.4,25.3
CCOC(=O)C1=C(CSc2nc(CC)c(C)cc2C#N)OC(N)=C(C#N)C1c1ccccc1 (configuration not stated),-3.8,0.0,-0.2,11.0,20.4,11.1,-1.2,24.0,6.7
CCC(NC(=O)c1cc(COc2ccc(F)cc2Cl)on1)c1ccncc1 (configuration not stated),-2.8,-8.3,-0.8,38.2,32.2,-7.8,-2.1,37.7,9.5
CCOC(=O)C1(Cc2cccc(Cl)c2)CCCN(CCO)C1 (configuration not stated),-1.5,0.1,-0.9,8.9,8.9,-4.2,-3.4,16.4,8.1
S=C(NCc1cccc(Cl)c1)NC1CCCCC1,2.4,-2.1,-1.8,19.0,25.5,-1.5,-2.4,21.2,24.3
Cc1nnc(SCC(=O)N(C)CC(=O)Nc2ccccc2Cl)s1,-0.8,5.6,-1.0,0.0,-8.8,11.5,-1.9,-6.6,-1.0
CCc1ccccc1NC(=O)CCC(=O)OCC(=O)c1ccc(-c2ccccc2)cc1,-0.7,1.6,4.7,7.9,7.9,22.4,-1.0,21.5,5.4
CC(C)N(C(=O)c1ccccc1-c1ccccc1)C(C)C,-1.8,3.2,-1.4,13.2,19.0,4.1,-2.0,22.3,32.9
COc1cccc(-n2c(Cc3cc(=O)[nH]c(=O)[nH]3)nnc2SCc2cccnc2)c1,-3.9,-1.0,0.6,11.8,-5.3,2.5,0.4,15.1,10.5
O=C(NC1CCCCCCC1)c1cc(F)c(F)cc1Cl,0.7,9.8,2.2,-18.4,10.2,-4.5,0.3,19.7,11.2
Cc1cccc(N2CCN(CC(=O)N(C3CCCC3)C3CCS(=O)(=O)C3)CC2)c1C (configuration not stated),1.0,0.1,-0.3,-15.0,15.4,1.9,-2.2,14.0,12.6
C/C=C/CSc1nc2c(c(=O)[nH]c(=O)n2C)n1Cc1ccc(C)cc1,5.3,1.2,2.0,34.1,-2.4,-1.0,-2.4,0.9,-7.7
COCCNC(=O)C1CCC(CNS(=O)(=O)c2ccc3c(c2)CC(C)N3C(=O)C2CC2)CC1 (configuration not stated),-1.9,-2.3,-0.5,9.8,-1.1,-1.4,-4.0,-0.5,4.7
Cc1ccc(S(=O)(=O)N2CCN(C(=O)COC(=O)CSc3ccccc3)CC2)c(C)c1,1.2,-10.8,-0.5,-0.5,26.0,-12.5,-2.2,16.9,9.6
CCCCn1c(N)c(N(CC)C(=O)c2ccc3c(c2)S(=O)(=O)c2ccccc2C3=O)c(=O)[nH]c1=O,-0.9,3.8,1.2,11.7,4.7,10.7,0.6,-14.2,10.3
Cc1ccc(C)c(-c2nnc(NC(=O)c3ccco3)o2)c1,-1.1,2.2,3.0,17.5,20.2,2.9,-3.2,1.2,-7.8
O=C(NC1CCCc2ccccc21)N[C@@H](Cc1ccccc1)C(=O)O (some centres not stated),0.9,-7.3,-3.0,5.0,11.0,-3.7,-1.9,18.5,4.7
O=C(NCC(c1ccc(F)cc1)N1CCOCC1)c1cccnc1Sc1ccc(Cl)cc1 (configuration not stated),-2.9,2.1,0.4,12.5,22.3,-0.2,6.1,28.6,17.3
Cc1ccc(S(=O)(=O)N2CCCN(S(=O)(=O)C3CCS(=O)(=O)C3)CC2)cc1 (configuration not stated),-1.8,0.1,1.9,5.7,6.8,-6.2,-4.9,2.2,-8.8
Cc1ccc(-n2nc3c(=O)n(CC(=O)NC4CCCCCC4)nc(C)c3c2C)cc1,-2.2,-3.4,-1.4,36.5,-1.7,-1.6,-0.2,-4.6,-0.6
COC/C=C/C1=CC2=CC(=O)C(C)(OC(=O)c3cnc4ccccc4n3)C(=O)C2=CN1CCc1c[nH]c2ccccc12 (configuration not stated),1.9,/,0.7,7.5,-7.0,-6.3,13.2,2.8,-6.6
COc1cc(=O)n(C)c2c(OCC3OC(C)(C)OC3(C)C)cccc12 (configuration not stated),-0.9,-5.1,2.0,-14.4,15.8,10.9,-1.8,12.2,6.0
COc1ccc(S(=O)(=O)NCCNC(=O)N2CCOCC2)cc1,-3.2,5.2,-0.2,17.5,-5.6,-5.8,3.2,-2.3,12.8
CC(C)CN1C(=O)NC2(CCCc3ccccc32)C1=O (configuration not stated),-1.5,-1.2,-0.4,11.6,-2.2,-5.8,-3.8,10.9,1.0
O=C(NCC(=O)N1CC(O)CC1C(=O)N1CCCC1C(=O)OCc1ccccc1)OCc1ccccc1 (configuration not stated),2.9,0.6,-1.0,12.3,-2.2,-2.0,-2.3,-6.6,-16.1
Cc1c(S(=O)(=O)Nc2ccc3c(c2)OCCO3)c(=O)n(C)c(=O)n1C,-3.2,1.3,-0.8,-13.5,4.0,12.6,4.9,-0.4,-10.9
Cc1ccccc1C(=O)NC(=S)NCc1ccccc1,-7.1,3.5,5.8,12.7,46.3,-16.1,4.2,16.4,29.2
COc1ccc2nc(NC(=O)C3CCCN(S(=O)(=O)c4c(C)noc4C)C3)sc2c1 (configuration not stated),-3.7,-1.5,1.2,5.8,-1.3,-55.1,-3.0,14.3,8.9
CC(=O)Nc1ccc(S(=O)(=O)NCC(=O)OCC(=O)NCc2ccco2)cc1,-1.4,-5.7,1.7,-11.6,-3.8,-45.8,0.5,-24.2,-2.0
Cc1ccc(C(=O)Nc2ccc(NC(=O)c3cccs3)cc2)c(C)c1,-4.1,-2.2,2.7,-14.7,11.9,5.1,0.5,-7.6,-11.8
C#CC(=O)N(c1ccc(OC)c(OC)c1)C(C(=O)NC1CCCC1)c1cccs1 (configuration not stated),-8.8,3.7,-8.7,99.4*,17.3,-15.7,-2.0,10.0,9.2
CCOC(=O)C1CCCN(C/C(O)=C(\C#N)c2nc(-c3ccc(Cl)cc3)cs2)C1 (configuration not stated),0.8,-2.0,-1.8,33.5,4.8,2.2,-1.6,-6.9,-1.2
CC(=O)Nn1cc2c(c1-c1ccccc1)c(=O)n(C)c(=O)n2C,-2.0,-0.4,-0.7,-29.8,-6.6,-5.3,-2.3,10.8,1.8
Cc1sc(-c2ccccn2)nc1OC(=O)c1ccc(Cl)c(Cl)c1,-3.0,1.4,5.5,-21.5,6.5,25.9,-2.0,13.5,6.3
O=C(Cc1ccccc1)N/N=C/C=C/c1cccc([N+](=O)[O-])c1,-2.4,2.9,1.2,15.0,-5.6,-8.6,-2.8,-4.2,-14.2

Single entries from the results shown.
Under CHOP UPR activ, CC(=O)Nn1cc2c(c1-c1ccccc1)c(=O)n(C)c(=O)n2C shows -0.7
Under XBP1 UPR activ, Cc1ccc(-n2nc3c(=O)n(CC(=O)NC4CCCCCC4)nc(C)c3c2C)cc1 shows -2.2

Assay outcomes: PubChem, Sanford-Burnham Center for Chemical Genomics
